HIF act = HIF pathway transcriptional activation | AID 1910 | activation, % at 7.5 µM (by protocol) | U2OS HRE-luciferase reporter, luminescence; normalized: DMSO 0%, desferrioxamine 100% | 300,000 tested, 0.32% active;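 active means mean activation of at least 10% of the iron chelator positive control signal, with at least half of replicates also reaching 10%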
MrgX1 PAM = allosterically activates human MrgX1 receptor signaling. Q96LB2. MrgX1-HEK293, Fluo-4 calcium flux, FDSS; hits give high values. 310,000 tested, 0.63% active. B-score at 10 µM. AID 588675;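 active means plate-corrected calcium response at least 3 library SD above typical, normal starting fluorescence, not activating the receptor alone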;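 further: compound read alongside a low EC10 to EC30 dose of BAM8-22 agonist; peak minus trough fluorescence over baseline measured at the second addition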
MrgX1 agonist = activates human MrgX1 receptor signaling; Q96LB2; MrgX1-HEK293 cells, Fluo-4 calcium fluorescence, agonist mode; hits give high values; B-score at 10 µM; 310,000 tested, 0.44% active; AID 588627;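 active means calcium response B-score plate-corrected fluorescence ratio at least 3 library SD, with starting fluorescence B-score inside 5 SD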
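Material: MrgX1-expressing HEK293 cells; input: 15,000 cells per well; doses: test compound given as first of three sequential additions; schedule: overnight plating before 1 h dye loading; technique: Fluo-4 NW calcium-flux fluorescence, kinetic read; evaluation: baseline-normalised fluorescence change ratio, B-scored; control set: plate-wise positive and negative controls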
AI-2 QS mod = modulators of Vibrio harveyi AI-2 quorum sensing system | Vibrio harveyi JMH597 AI-2 luminescence/OD600 ratio, 9 h; hits give low values; strain lacks LuxN and CqsS sensors; 0 = neutral-control median | activity change, % at 7.5 µM | 300,000 tested, 0.4% active | AID 2094; in the data active means activity change below about -75%, passing the limit was not always enough;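 further: luminescence divided by OD600 gain over 9 h not by final OD600 alone; inactives centre near 13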
TRPC4 agonist = activators of mouse TRPC4 channel. Q9QUQ5. HEK293 TRPC4beta/mu-opioid, Fluo4 calcium fluorescence; hits give high values. B-score at 10 µM. 310,000 tested, 0.49% active. AID 2237;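 active means B-score above 5 SD of library B-scores, and initial fluorescence ratio not above library mean plus 5 SD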;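 further: positive B-score marks a calcium rise read as TRPC4 activation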
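System: HEK293 cells stably co-expressing mouse TRPC4beta and mu-opioid receptor; Schedule: Fluo4 dye loading 45 min at room temperature, 110 s recording; Detection: Fluo4 fluorescence, kinetic; Evaluation: B-scored integrated calcium fluorescence ratio; Controls: buffer (low) and maximal DAMGO (high).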
MrgX1 antagonist = antagonists of human MrgX1 receptor. AID 588676. MRGX1-HEK293 calcium flux, Fluo-4, BAM8-22 antagonism; hits give low values. Q96LB2. 310,000 tested, 1.3% active. B-score at 10 µM;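 active means calcium-response B-score plate-corrected more than 3 library SD below zero, starting fluorescence within 5 deviations, no agonist response on first addition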;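 further: peak minus trough fluorescence over baseline after final BAM8-22 challenge near maximal dose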
TRPC4 potent = allosterically enhances the mouse TRPC4 cation channel; Q9QUQ5; HEK293 TRPC4beta/mu-opioid, DAMGO EC20, Fluo-4 Ca2+ flux; hits give high values; B-score at 10 µM; 310,000 tested, 0.42% active; AID 2227;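 active means B-score of calcium response area above 5 SD of library B-scores, with initial fluorescence ratio within 5 SD of library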;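 further: B-score of integrated fluorescence ratio over time as area under calcium response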
PolyA inhibitor = inhibitors of polyadenylation in S. cerevisiae; S. cerevisiae SKY197-pL101 polyadenylation reporter, beta-gal luminescence; efflux-impaired pdr1/pdr3 knockout yeast; score 100 = 6 SD above DMSO; calls only at 12 µM; 300,000 tested, 0.02% active; AID 1875;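 active means lowest replicate activity score at least 50, where 100 means six control SD above control mean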;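 further: yeast exposed to compound for 9 h at 30 °C; higher score means more reporter readthrough which indicates perturbed polyadenylation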
TRPC4 block = TRPC4 (mouse) channel inhibition. HEK293 TRPC4beta/mu-opioid, DAMGO-evoked Fluo4 calcium flux; hits give low values. B-score at 10 µM. 300,000 tested, 0.39% active. AID 2247;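 active means B-score over 3 SD under the library average, no early fluorescence shift, positive overall ratio signal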
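Assay system: HEK293 cells with stable TRPC4beta plus mu-opioid receptor expression. Dosing: single dose. Measured by: Fluo4 Ca2+ flux fluorescence. Also added: DAMGO in two steps, submaximal then maximal. Read-out: B score from integrated Fluo4 fluorescence ratio.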
TRPC6 act = mouse TRPC6 channel activation | HEK293-TRPC6 membrane potential dye fluorescence; hits give high values | B-score at 10 µM | 310,000 tested, 0.13% active | Q61143 | AID 2550;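 active means B-score of the integrated fluorescence ratio above library mean plus 3 SD, and starting fluorescence ratio within library mean plus 5 SD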;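 further: higher score means more depolarization so channel activation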
Target sequence (Q61143 whole entry, looked up): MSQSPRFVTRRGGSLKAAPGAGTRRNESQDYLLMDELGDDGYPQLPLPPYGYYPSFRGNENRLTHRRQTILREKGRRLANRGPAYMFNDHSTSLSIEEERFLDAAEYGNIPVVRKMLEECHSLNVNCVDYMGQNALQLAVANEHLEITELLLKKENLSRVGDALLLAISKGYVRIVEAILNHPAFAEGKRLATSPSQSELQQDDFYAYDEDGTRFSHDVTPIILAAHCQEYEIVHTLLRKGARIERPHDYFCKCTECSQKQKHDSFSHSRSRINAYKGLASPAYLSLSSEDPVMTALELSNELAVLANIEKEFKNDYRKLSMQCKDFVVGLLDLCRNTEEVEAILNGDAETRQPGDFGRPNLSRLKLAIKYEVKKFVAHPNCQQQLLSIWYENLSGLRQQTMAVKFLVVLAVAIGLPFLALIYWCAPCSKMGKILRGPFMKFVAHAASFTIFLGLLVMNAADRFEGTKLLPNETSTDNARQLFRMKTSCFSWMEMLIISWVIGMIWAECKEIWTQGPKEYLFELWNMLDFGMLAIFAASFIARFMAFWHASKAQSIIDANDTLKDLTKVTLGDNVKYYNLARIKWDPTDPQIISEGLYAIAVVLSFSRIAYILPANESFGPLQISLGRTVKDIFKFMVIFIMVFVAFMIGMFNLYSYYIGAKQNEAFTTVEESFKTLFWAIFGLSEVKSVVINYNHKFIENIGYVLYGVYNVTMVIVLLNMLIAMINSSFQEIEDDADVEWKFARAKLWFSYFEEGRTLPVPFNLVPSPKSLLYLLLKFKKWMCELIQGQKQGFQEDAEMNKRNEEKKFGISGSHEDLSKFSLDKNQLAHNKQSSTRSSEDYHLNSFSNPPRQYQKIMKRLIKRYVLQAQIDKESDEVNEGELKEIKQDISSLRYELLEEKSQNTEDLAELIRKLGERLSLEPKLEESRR
TRPC6 inhibitor = blocks the mouse TRPC6 cation channel; Q61143; HEK293-TRPC6, membrane potential dye, ACh-evoked depolarization; hits give low values; B-score at 10 µM; 310,000 tested, 1.1% active; AID 2553;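 active means B-score under library mean minus 3 SD, initial fluorescence not abnormally high, positive integrated signal ratio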;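 further: B-score derived from integrated fluorescence ratio over the kinetic read; more negative B-score means stronger inhibition of depolarization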
The depositor's hits bear a star; i = inactive; · = no result given. The list is partial. The share of hits here may be higher or lower than overall.

mol	TRPC4 agonist	TRPC4 block	TRPC6 act	HIF act	AI-2 QS mod	TRPC6 inhibitor	MrgX1 antagonist	MrgX1 agonist	PolyA inhibitor	TRPC4 potent	MrgX1 PAM
CC12CCC(C(=O)NCCCN3CCOCC3)(C(Br)C1=O)C2(C)C (stereo not drawn)	i	i	i	0.1	14	i	i	i	i	i	i
Cc1cc(C)n2c(SCc3ccc(C#N)cc3)nnc2n1	i	i	i	0.3	12	i	i	i	i	i	i
O=C(NCc1cccnc1)C(=O)NCC1CCCO1 (stereo not drawn)	i	i	i	0.0	17	i	i	i	i	i	i
CCNC(=O)NC(=O)COC(=O)C1CSC2(C)CCC(=O)N12 (stereo not drawn)	i	i	i	0.0	5	i	i	i	i	i	i
Cc1ccc(-c2nnn(CC(=O)N(c3ccc(F)cc3)C(C(=O)NC3CCCC3)c3ccncc3)n2)o1 (stereo not drawn)	i	i	i	0.1	39	i	i	i	i	i	i
O=C(CN1C(=O)CCS(=O)(=O)c2ccccc21)Nc1ccc(F)cc1	i	i	i	0.2	-5	i	i	i	i	i	i
Cc1ccc(NC2=C(NC(=O)c3ccccc3)C(=O)c3ccccc3C2=O)cc1Cl	i	i	i	0.6	66	i	i	i	i	i	i
CCOC(=O)/C(C#N)=C1/C=CN(C)C=N1	i	i	i	0.0	22	i	i	i	i	i	i
O=C(NCCCn1ccnc1)C(=O)NCc1ccc(Cl)cc1	i	i	i	1.5	8	i	i	i	i	i	i
O=C(C[n+]1ccccc1)N/N=C/c1ccc(O)cc1	i	i	i	-0.5	23	i	i	i	i	i	i
Cn1cnnc1SCC(=O)NC1CCCN(Cc2ccc(Cl)cc2)C1 (stereo not drawn)	46*	i	i	0.0	13	i	i	i	i	i	i
CCC(C)(C(=O)NC1CCCCC1)N(Cc1ccco1)C(=O)Cc1cccs1 (stereo not drawn)	i	i	i	-0.1	-5	i	i	i	i	i	i
C=CCSc1nc(=O)n2cccc(C)c2n1	i	·	i	0.1	-2	i	i	i	i	i	i
Cc1ccn2cc(C(=O)Nc3nnc(C)s3)nc2c1	i	i	i	·	25	i	i	i	i	i	i
Cc1[nH]c2ccccc2c1C(=O)C(=O)NCCC1=CCCCC1	i	i	i	-0.1	17	i	i	i	i	i	i
CC1=NN(c2ccccc2)C(=O)C1C(=O)c1ccccc1 (stereo not drawn)	i	i	i	-0.4	15	i	i	i	i	i	i
Oc1ccccc1C1Nc2cccc3cccc(c23)N1	i	i	i	0.1	22	i	i	i	i	i	i
COc1ccc(NC(=O)N2CCNC(=O)C2CC(=O)Nc2ccc(F)cc2)cc1 (stereo not drawn)	i	i	i	0.2	6	i	i	i	i	i	i
COc1cc2nc3occc3c(OC)c2cc1OC	i	i	i	-1.8	28	i	i	i	i	i	i
COc1ccc(N=Nc2ccc3ccccc3c2)c(O)c1	i	i	i	1.7	-7	i	i	i	i	i	i
O=C(Cn1c(C(=O)N2CCc3ccccc3C2)cc2sccc21)c1ccccc1	i	i	i	-0.3	28	i	i	i	i	i	i
Cc1ccc(C(=O)COC(=O)c2ccc(Br)o2)cc1C	i	i	i	1.7	-52	i	i	i	i	i	i
COc1ccccc1N1CCN(CCN2C(=O)CC(=C3c4ccccc4-c4ccccc43)C2=O)CC1	i	i	i	0.1	24	i	i	i	i	i	i
COc1ccccc1OC(=O)Nc1ccc(Cl)cc1	i	i	i	1.0	2	i	i	i	i	i	i
O=C(Nc1nc(-c2cccc(Br)c2)cs1)Oc1ccccc1	i	i	i	1.2	19	i	i	i	i	i	i
C[C@@H]1C2CC(C/C2=N\NC(=O)c2ccncc2)C1(C)C (stereo partly drawn)	i	i	i	0.2	25	i	i	i	i	i	i
CC(NC(=O)c1ccco1)c1ccc2c(c1)OCO2 (stereo not drawn)	i	i	i	0.0	28	i	i	i	i	i	i
CC1CCC(NC(=O)CN(C)S(=O)(=O)c2ccc3c(c2)CCC(=O)N3)CC1 (stereo not drawn)	i	i	i	-1.0	2	i	i	i	i	i	i
CC(=O)NCCn1c(SCc2ccc(C)cc2)nc2ccccc2c1=O	i	i	i	-0.1	7	i	i	i	i	i	i
O=C(Cc1cccs1)N1CCN=C1SCc1ccccc1Cl	i	i	i	-0.3	10	i	i	i	i	i	i
COc1cccc(NC(=O)c2cc(S(=O)(=O)N3CCc4ccccc43)cn2C)c1	i	i	i	-0.1	-4	i	i	i	i	i	i
NC(=O)c1cccnc1OCC(F)(F)F	i	i	i	-0.1	12	i	i	i	i	i	i
CC(C)CC(C(=O)OCC(=O)c1c(N)n(C)c(=O)n(C)c1=O)N1C(=O)c2ccccc2C1=O (stereo not drawn)	i	i	i	-0.3	41	i	i	i	i	i	i
CC12CCC(=O)N1C(C(=O)Nc1ccc(Cl)c(Cl)c1)CS2 (stereo not drawn)	i	i	i	0.2	-58	i	i	i	i	i	i
O=C(c1ccccc1[N+](=O)[O-])N1CCC(Cc2ccccc2)CC1	i	·	i	-0.1	6	i	i	i	i	i	i
O=C(O)C(Cc1c[nH]c2ccccc12)N1C(=O)C2C3c4ccccc4C(c4ccccc43)C2C1=O (stereo not drawn)	i	i	i	-0.3	29	i	i	i	i	i	i
O=C(Nc1ccc(S(=O)(=O)Nc2nccs2)cc1)C1CC(=O)N(c2ccc(Cl)cc2)C1 (stereo not drawn)	i	i	i	-1.0	21	i	i	i	i	i	i
CC1CCCC(C)N1C(=O)CN1C(=O)C(C)(C)Oc2ccc(C(=O)NC3CCCCC3)cc21 (stereo not drawn)	i	i	i	0.1	8	i	i	i	i	i	i
CC(=O)c1ccc(OCc2cc(C(=O)NC3CCCCC3)no2)cc1	i	i	i	2.6	19	i	i	i	i	i	i
CCn1c(SCC(=O)N/N=C(\C)c2ccncc2)nnc1-c1ccc(C)cc1	i	i	i	0.4	3	i	i	i	i	i	i
CCC(=O)N(CCCN(C)C)c1nc(-c2cc(OC)ccc2OC)cs1	i	i	i	-0.5	21	i	i	i	i	i	i
Cc1occc(=O)c1OCc1ccc(Cl)cc1Cl	i	i	i	1.0	16	i	i	i	i	i	i
CC(Cc1ccccc1)(NC(=O)CN)c1ccccc1 (stereo not drawn)	i	i	i	-0.3	20	i	i	i	i	i	i
N/C(=N\O)c1cn(Cc2ccccc2Cl)c2ccccc12	i	i	i	0.4	-17	i	i	i	i	i	i
COc1cc(/C=C/C(=O)OC2CC3CCC2(C)C3(C)C)ccc1O (stereo not drawn)	i	i	i	0.6	4	i	i	i	i	i	i
O=C(Nc1ccccc1)c1ccc(NCC2CCCO2)c([N+](=O)[O-])c1 (stereo not drawn)	i	i	i	1.5	-5	i	i	i	i	i	i
COC(=O)C(C)n1cnc2c(nnn2-c2ccc(F)cc2)c1=O (stereo not drawn)	i	i	i	-0.2	-7	i	i	i	i	i	i
CC1CCCC(C)N1C(=O)c1cc(-c2ccco2)on1 (stereo not drawn)	i	i	i	0.2	28	i	i	i	i	i	i
COc1ccc(N2CCOCC2)c(NC(=O)COc2cccc(C)c2)c1	i	i	i	0.3	15	i	i	i	i	i	i
COc1ccccc1N(CC(=O)NCCSCc1ccco1)S(=O)(=O)c1ccccc1	i	i	i	-0.4	15	i	i	i	i	i	i
COC(=O)CCCC1=CC2=C(c3ccccc3)C(=O)C(C)(OC(=O)C3CCCC3)C(=O)C2=CN1CC(C)C (stereo not drawn)	i	i	i	-0.1	4	i	i	i	i	i	i
CC(C)C(NS(=O)(=O)c1ccc2c3c(cccc13)C(=O)N2)C(=O)O (stereo not drawn)	i	i	i	-0.4	13	i	i	i	i	i	i
CCC1CCCCN1CCCNC(=O)CN1C(=O)COc2ccccc21 (stereo not drawn)	i	i	i	0.0	11	i	i	i	i	i	i
COc1ccc(Oc2ccc(/C=C/C(=O)c3cccc(OC)c3)cc2[N+](=O)[O-])cc1	i	i	i	0.4	3	i	i	i	i	i	i
O=C(COC(=O)c1ccccc1O)Nc1ncc(Cl)cc1Cl	i	i	i	-0.5	20	i	i	i	i	i	i
COc1ccc(F)cc1COc1nc(C)nc2ccccc12	i	i	i	-0.1	·	i	i	i	i	i	i
CCNc1c(NS(=O)(=O)c2ccc(Br)s2)c(=O)oc2ccccc12	i	i	i	-0.9	·	i	i	i	i	i	i
COc1cccc(C(C)NC(=S)NCc2ccc(Cl)cc2)c1 (stereo not drawn)	i	i	i	0.5	27	i	i	i	i	i	i
CCOCC(=O)Nc1ccc(S(=O)(=O)N2CCOCC2)cc1	i	i	i	-0.2	11	i	i	i	i	i	i
COc1cc(/C=N/O)cc(Br)c1OCc1ccc(Cl)cc1	i	i	i	-17	-1	i	i	i	i	i	i

Continued:
mol	TRPC4 agonist	TRPC4 block	TRPC6 act	HIF act	AI-2 QS mod	TRPC6 inhibitor	MrgX1 antagonist	MrgX1 agonist	PolyA inhibitor	TRPC4 potent	MrgX1 PAM
COc1ccc(Cl)cc1NS(=O)(=O)c1cn(C)nc1C	i	i	i	-0.3	-4	i	i	i	i	i	i
CC(C)Oc1ccc(CN2CCC(n3nccc3NC(=O)C3CC3)CC2)cc1	i	i	i	-0.8	36	i	i	i	i	i	i
COc1cccc(NC(=O)Cc2nnc(SCC(=O)NC3CCCCC3)n2C)c1	i	i	i	-21	17	i	i	i	i	i	i
CCn1c(/C=C/c2ccccc2C)nc2ccccc2c1=O	i	i	i	0.2	13	i	i	i	·	i	i

3 entries already listed, arranged by heavy-atom count, rising:
mol	TRPC4 agonist	TRPC4 block	TRPC6 act	HIF act	AI-2 QS mod	TRPC6 inhibitor	MrgX1 antagonist	MrgX1 agonist	PolyA inhibitor	TRPC4 potent	MrgX1 PAM
COc1cc(/C=N/O)cc(Br)c1OCc1ccc(Cl)cc1	i	i	i	-17	-1	i	i	i	i	i	i
CCn1c(/C=C/c2ccccc2C)nc2ccccc2c1=O	i	i	i	0.2	13	i	i	i	·	i	i
COc1cccc(NC(=O)Cc2nnc(SCC(=O)NC3CCCCC3)n2C)c1	i	i	i	-21	17	i	i	i	i	i	i
